# CHO-K1 Ca ag – M1 agonist counterscreen hit in parental CHO-K1 cells; Fluo-8 calcium fluorescence; scaled to maximal ATP response, vehicle zero; activation, % at 3 µM; 0.48% of 360,000 active; AID 602248; in the data active = activation above about 15%;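 also: untransfected CHO-K1 host cells lacking M1 receptor as counterscreen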
# M1 PAM parental – counter-screen for M1 PAMs: effect in parental CHO-K1 cells. ATP EC20, Fluo-8 calcium fluorescence; 0% at ATP EC20, 100% at ATP max. activation, % at 3 µM. 0.02% of 360,000 active. AID 602247;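 active = activation above the run cutoff, the mean activation of all test compounds plus 3 SD, cut at about 40% in these data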;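 also: peak over basal fluorescence ratio in a 140 s read after ATP addition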
# OXTR potentiator – potentiators of human oxytocin receptor. P30559. CHO-OTR cells, Fluo-8 calcium fluorescence, potentiator mode; 0% = oxytocin EC15, 100% = EC100. activation, % at 3 µM. 0.061% of 320,000 active. AID 2445;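 active = activation above that plate's cutoff, the mean activation of tested compounds plus 3 SD, cut at about 6.6% in these data, passing the limit was not always enough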;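 also: 100% uses oxytocin at 75 nM as the full agonist control; some results filed as inactive read as strong as hits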
#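 System: human OTR in CHO cells; Also added: sub-maximal oxytocin, roughly EC15; Timing: compound 6 min at room temperature before oxytocin, 100 s read; Technique: Fluo-8 intracellular calcium fluorescence, ex 470-495, em 515-575 nm; Controls: oxytocin EC15 low and EC100 high; Replication: singlicate.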
# CHO-K1 Ca antag – nonselective inhibitor or artifact in parental CHO-K1 cells. AID 602250. 0.6% of 360,000 active. ATP-induced calcium, Fluo-8 fluorescence. inhibition, % at 3 µM;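 active = inhibition above a per-plate cutoff, the plate's mean sample inhibition plus 3 SD, cut at about 24% in these data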;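 also: 0% = DMSO plus EC80 ATP and 100% = DMSO alone without ATP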
# CHRM1 antagonist – antagonists of human M1 muscarinic receptor. P11229. inhibition, % at 3 µM. 1.3% of 360,000 active. CHO-K1 hM1, Fluo-8 calcium fluorescence, ACh EC80 antagonist;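 active = percent inhibition above its own plate's cutoff, namely the mean of that plate's compound wells plus 3 SD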;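 also: peak over basal fluorescence ratio during 140 s after agonist addition; 0% = ACh EC80 plus DMSO and 100% = DMSO alone without agonist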
# Target sequence (P11229 whole entry, looked up): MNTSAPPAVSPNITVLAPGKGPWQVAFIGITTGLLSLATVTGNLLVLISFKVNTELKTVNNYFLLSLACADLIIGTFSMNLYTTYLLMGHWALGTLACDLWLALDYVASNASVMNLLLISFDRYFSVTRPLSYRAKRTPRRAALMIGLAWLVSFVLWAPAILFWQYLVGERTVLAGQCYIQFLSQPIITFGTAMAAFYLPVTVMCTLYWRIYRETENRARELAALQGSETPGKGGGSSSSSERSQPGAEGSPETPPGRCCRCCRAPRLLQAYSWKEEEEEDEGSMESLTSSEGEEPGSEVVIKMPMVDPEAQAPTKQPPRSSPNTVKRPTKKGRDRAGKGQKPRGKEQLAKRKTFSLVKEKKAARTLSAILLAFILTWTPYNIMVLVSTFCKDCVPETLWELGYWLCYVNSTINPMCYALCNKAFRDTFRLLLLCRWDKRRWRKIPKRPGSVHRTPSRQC
# TAAR1 antag – human TAAR1 antagonism | CHO RD-HGA16 TAAR1, Fluo-8 calcium fluorescence, antagonist | 1.5% of 360,000 active | Q96RJ0 | inhibition, % at 3 µM;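 active = inhibition above a per-plate cutoff, the mean inhibition of test compounds on that plate plus 3 SD, cut at about 49% in these data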;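 also: 0% = DMSO plus EC80 beta-PEA response and 100% = DMSO alone without agonist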
# Target sequence (Q96RJ0 whole entry, looked up): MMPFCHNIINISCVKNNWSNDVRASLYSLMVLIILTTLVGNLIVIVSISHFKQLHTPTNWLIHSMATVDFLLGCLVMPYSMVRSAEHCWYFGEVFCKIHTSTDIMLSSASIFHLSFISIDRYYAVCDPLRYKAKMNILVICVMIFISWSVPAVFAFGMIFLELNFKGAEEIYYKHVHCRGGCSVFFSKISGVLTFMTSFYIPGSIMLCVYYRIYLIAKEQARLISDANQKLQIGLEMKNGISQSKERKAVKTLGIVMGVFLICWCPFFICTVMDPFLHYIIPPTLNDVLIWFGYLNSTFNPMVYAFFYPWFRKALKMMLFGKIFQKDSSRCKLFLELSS
#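 System: RD-HGA16 CHO cells with stable hTAAR1 and Gα16 | Probe or stimulus: EC80 β-phenethylamine stimulus | Dosing: 3 µM, single point | Times: Dye loading 75 min at 37 °C, then 30 min room temperature | Measured by: Fluo-8 calcium-sensitive fluorescence | Read-out basis: % inhibition of agonist calcium response | Replicates: n of 1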
# TAAR1 ag – human TAAR1 agonism | CHO RD-HGA16 TAAR1, Fluo-8 calcium fluorescence; vehicle wells 0%, saturating PEA agonist 100% | activation, % at 3 µM | 0.99% of 360,000 active | AID 624467;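 active = activation above the mean activation of all test compounds in the run plus 3 SD, cut at about 38% in these data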
#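 Test system: RD-HGA16 (CHO) cells co-expressing Gα16 and hTAAR1 | Doses: Single dose, 3 µM | Schedule: 17-24 h seeding, 75 min 37 °C dye, 30 min RT | Evaluation: % activation from peak over basal fluorescence ratio, DMSO-to-PEA scaled | Technique: Kinetic Fluo-8 calcium fluorescence | Benchmarks: Low control DMSO, high control PEA (EC100)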
# CHO parental Ca – signal in parental CHO cells, OX1R antagonist counter-screen. parental CHO-K1, ATP-induced calcium, Fluo-8 fluorescence. inhibition, % at 5.6 µM. 0.63% of 330,000 active. AID 463079;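 active = inhibition above that plate's mean sample inhibition plus 3 SD, cut at about 26% in these data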;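 also: 0% = ATP-challenged DMSO wells and 100% = DMSO wells without ATP; some compounds past the cut are filed as inactive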
#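 Test system: untransfected parental CHO cell line; also added: ATP stimulus; dosing: 5.6 µM, single dose; signal: calcium-sensitive Fluo-8 fluorescence; measure: percent inhibition of ATP-evoked calcium rise, normalized to controls; benchmarks: low control ATP plus DMSO, high control DMSO only; replication: one well per compound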
# CHRM1 agonist – human M1 muscarinic receptor agonism | P11229 | CHO-K1 hM1, Fluo-8 calcium fluorescence, agonist mode; 0% DMSO, 100% acetylcholine EC100 | activation, % at 3 µM | 0.33% of 360,000 active | AID 588814;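 active = activation above the run's mean compound activation plus 3 SD, cut at about 16% in these data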;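 also: peak over basal fluorescence ratio within a 140 s kinetic read after compound addition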
# * hit, by the source's call; / = not tested or not shown; & = joins results of further samples.
# Start of the data: the first 3 compounds as a preview:
# Second line of a record – CHO-K1 Ca ag, M1 PAM parental, OXTR potentiator, CHO-K1 Ca antag, CHRM1 antagonist, TAAR1 antag, TAAR1 ag, CHO parental Ca, CHRM1 agonist
- COC(=O)CSc1nnc(Cc2cc(=O)[nH]c(=O)[nH]2)n1-c1cccc(OC)c1
  0.2, 7, -7, 4, 3, -3, 1, -3, -1
- Cc1c(N(C)S(=O)(=O)c2cccc(C(=O)NC(C)C)c2)c(=O)n(-c2ccccc2)n1C
  1.3, 10, -14, -26, -8, 8, -1, -12, -6
- COc1ccc(N=C2SC(C(=O)Nc3ccc4c(c3)OCO4)CC(=O)N2C)cc1 (stereo not given)
  1.1&1.8, 12&-1, -14, -15&8, -14&-18, 8, 3, -16, 0&-1

# The whole of this part, previewed entries included:
# Second line of a record – CHO-K1 Ca ag, M1 PAM parental, OXTR potentiator, CHO-K1 Ca antag, CHRM1 antagonist, TAAR1 antag, TAAR1 ag, CHO parental Ca, CHRM1 agonist
- COC(=O)CSc1nnc(Cc2cc(=O)[nH]c(=O)[nH]2)n1-c1cccc(OC)c1
  0.2, 7, -7, 4, 3, -3, 1, -3, -1
- Cc1c(N(C)S(=O)(=O)c2cccc(C(=O)NC(C)C)c2)c(=O)n(-c2ccccc2)n1C
  1.3, 10, -14, -26, -8, 8, -1, -12, -6
- COc1ccc(N=C2SC(C(=O)Nc3ccc4c(c3)OCO4)CC(=O)N2C)cc1 (stereo not given)
  1.1&1.8, 12&-1, -14, -15&8, -14&-18, 8, 3, -16, 0&-1
- COC(=O)c1cc(Br)c(=O)n(Cc2ccc(OC)c(OC)c2)c1
  1.1, 8, -7, -3, -3, 0, 22, -2, 2
- O=c1oc2ccccc2c2nccnc12
  -0.2, 2, -3, -5, -6, 1, 19, -5, -5
- Cc1cccc(OCCCC(=O)Nc2ccc3c(c2)OCO3)c1
  5.5, 6, 0, -14, -2, 3, 16, -9, -2
- C[C@H](NC(=O)c1nc[nH]c1C(=O)N1CCNCC1)C(=O)OC(C)(C)C
  1.0, 19, -2, -24, -10, 17, 7, -4, -1
- Cc1ccc(NC(=O)C2CCCN2C(=O)Oc2ccccc2)cc1C (stereo not given)
  0.2, 13, -6, -2, -10, 11, 6, -12, -5
- CCCCn1c(SCC(=O)N2CCc3ccccc32)nnc1-c1ccncc1
  1.0, 3, 2, -11, -11, 9, -2, -28, -3
- COC(=O)CN1C(=S)N(c2ccc(OC)cc2)C(=O)C1CC(=O)Nc1ccc(F)cc1 (stereo not given)
  1.6, 7, -11, -18, -6, 17, 5, -21, -2
- CCN(CC(=O)N1CCCCC1)S(=O)(=O)c1ccccc1
  2.5, 8, 0, -8, -15, -7, 0, -6, -5
- CCC1(CC)C(=O)NC(=O)NC1=Nc1cccc(OC)c1
  0.1, 13, 2, -3, -25, 3, 2, -14, -2
- COc1ccc(-c2cc(C(=O)N/N=C(\C)c3cccnc3)c3ccccc3n2)c(OC)c1
  0.0, -19, -4, 12, 4, 0, -2, -21, -3
- CC(C)Cc1nnc(NC(=O)C2CCCN(C(=O)c3ccc(Cl)cc3)C2)s1 (stereo not given)
  0.4, 14, /, -1, -4, -11, 0, /, -3
- O=C(OCc1cccc([N+](=O)[O-])c1)c1cnccn1
  0.0, -10, -8, 8, 0, -7, 2, 8, -8
- CCC(NC(=S)Nc1ccccc1)C(=O)O (stereo not given)
  1.1, 22, -7, -8, -5, -13, 3, -11, -6
- Cc1cc(NC(=O)CSc2cn(CCNC(=O)c3ccccc3)c3ccccc23)no1
  5.9, 6, -4, 1, 0, /, /, -9, -3
- CCOC(=O)N1CCC(NS(=O)(=O)c2ccc3c(c2)CCN3C(C)=O)CC1
  2.0, 1, -12, 1, -18, -10, 2, -16, 1
- Cc1cc(C)c2cc(C#N)c(NCCOC(=O)c3ccccc3C)nc2c1
  -0.8, -3, -5, -18, 4, -20, 4, -42, -4
- O=C(c1cc2cc(Br)ccc2[nH]1)N1CCc2ccccc21
  0.3, 17, /, -8, -3, -1, -1, /, -2

# 4 consecutive compounds from above, for reference:
# Second line of a record – CHO-K1 Ca ag, M1 PAM parental, OXTR potentiator, CHO-K1 Ca antag, CHRM1 antagonist, TAAR1 antag, TAAR1 ag, CHO parental Ca, CHRM1 agonist
- CCN(CC(=O)N1CCCCC1)S(=O)(=O)c1ccccc1
  2.5, 8, 0, -8, -15, -7, 0, -6, -5
- CCC1(CC)C(=O)NC(=O)NC1=Nc1cccc(OC)c1
  0.1, 13, 2, -3, -25, 3, 2, -14, -2
- COc1ccc(-c2cc(C(=O)N/N=C(\C)c3cccnc3)c3ccccc3n2)c(OC)c1
  0.0, -19, -4, 12, 4, 0, -2, -21, -3
- CC(C)Cc1nnc(NC(=O)C2CCCN(C(=O)c3ccc(Cl)cc3)C2)s1 (stereo not given)
  0.4, 14, /, -1, -4, -11, 0, /, -3

# Next section.
# Second line of a record – CHO-K1 Ca ag, M1 PAM parental, OXTR potentiator, CHO-K1 Ca antag, CHRM1 antagonist, TAAR1 antag, TAAR1 ag, CHO parental Ca, CHRM1 agonist
- Cc1cccc(-n2ncc3c(NNC(=O)c4ccco4)ncnc32)c1
  0.8, 12, -6, 2, -9, -10, 0, 3, -1
- CCC(C)N(CC(=O)NCc1ccc(OC)cc1)C(=O)c1csnn1 (stereo not given)
  0.1, -4, 1, 10, -7, -11, 2, -14, -5
- NS(=O)(=O)c1ccc(N=Nc2c(O)c(C(=O)O)cc3ccccc23)cc1
  0.0, -7, -16, -13, -3, -15, 9, -1, -1
- CCOc1ccc(C2C(C#N)=C(N)Oc3n[nH]c(C)c32)cc1OC(=O)C1CC1 (stereo not given)
  -0.1, -6, -13, 9, 2, -9, 9, -5, -3
- COC(=O)c1cn(-c2ccccc2)nc1-c1ccncc1
  0.3, 18, -11, -13, -31, -6, 6, -10, 0
- Cc1ccc(S(=O)(=O)Nc2nc3ccccc3nc2NCc2ccco2)cc1
  5.0, -5, -8, -4, -5, 0, 5, -3, 2
- C=CCN1C(=O)/C(=C2/Sc3ccccc3N2CCCS(=O)(=O)O)SC1=S
  0.1, 5, -1, 3, -13, -3, 12, -7, 0
- COc1ccc(CCNC(=O)c2ccc3ccccc3n2)cc1OC
  1.9, 8, -2, 3, -5, 5, 4, -9, -6
- O=C(CSc1nc2ccccc2s1)Nc1nccs1
  1.7, 25, -2, -13, 0, 13, 2, 17, -4
- Cc1nc2sccn2c(=O)c1S(=O)(=O)N1CCN(c2cccc(Cl)c2)CC1
  -0.3, -5, -2, -3, -4, -12, 1, -2, 7
- COc1ccc(CCN=CC2=C(O)CCCC2=O)cc1OC
  0.1, -2, 3, 5, 0, 0, 1, -10, -4
- CC(=O)N1c2ccc(S(=O)(=O)N3CCCCC3)cc2CC1C(=O)Nc1ccccc1C(F)(F)F (stereo not given)
  2.1, 13, -3, 0, -12, 0, 4, -14, 0
- COc1cc(CC(=O)Nc2nc(C)cs2)cc(OC)c1OC
  4.8, 4, 0, -6, 2, -1, 1, -3, -2
- Cc1cc(C)nc(Nc2n[nH]c(-c3ccc(N)cc3)n2)n1
  -0.3, -1, -9, -4, -2, 0, 7, -6, -1
- O=C(CCn1c(=O)sc2ccccc21)NC1CCCCC1
  0.7, -5, -6, -2, -3, 6, -1, -12, 0
- COc1cc(CC(=O)OCC(=O)Nc2ccc([N+](=O)[O-])cc2)cc(OC)c1OC
  6.4, 1, -2, -13, 0, -11, 7, -15, -2
- COC(=O)C(C)N(C(=O)c1ccc(C(=O)c2ccccc2)cc1)c1c(C)cccc1C (stereo not given)
  0.7, 16, -8, -4, 3, -4, 13, -24, -5
- CN1C=CC=C/C1=C1/SC(=S)N(Cc2ccccc2)C1=O
  1.2, 15, -8, -5, 9, 2, 3, 0, -14
- O=C(N/N=C/c1cccs1)c1cccc(S(=O)(=O)Nc2ccc(Cl)cc2)c1
  1.4, 3, -2, 0, -1, 4, 7, -7, -5
- Cc1cccc2cc(/C=N/NC(=O)CN3CCOCC3)c(Cl)nc12
  -0.3, 3, -7, 18, -15, 10, 0, -2, -3
- Cc1ccccc1C(=O)NNC(=O)c1cccn1C
  2.1, 6, -6, -4, 10, -20, 3, -10, 1
- Cc1ccc(-n2nc(-c3ccco3)cc2C(=O)NCc2cccnc2)cc1
  0.3, 15, -12, 1, -1, 8, 6, -8, -1
- Cc1cc(C)c(C(=O)COC(=O)Cn2cnnn2)cc1C
  0.1, 12, 3, -4, -8, -4, 5, -13, -3
- CC1(C)CC(=O)c2c(O)cc(OCC(=O)N3CCN(c4ccccc4)CC3)cc2O1
  2.1, 2, -4, -4, 2, 20, 2, -13, -3
- Cc1cccc(C)c1OCc1nnc(SCC(=O)NCCc2ccccc2)o1
  1.8, 16, -2, -3, -9, 13, 11, -21, -6
- COc1cc(/C=N/N=C2/NC(=O)C(Cc3ccc(F)cc3)S2)ccc1O (stereo not given)
  2.0, 22, -21, -1, 0, 4, 1, -15, -5
- CC(=O)Nc1c(O)nc(SCC(=O)Nc2nnc(SCc3ccccc3)s2)[nH]c1=O
  -0.2, 12, -21, 5, 0, 8, 4, -14, -8
- O=C(CN1CCC(NC(=O)c2ccccc2F)CC1)Nc1ccc2c(c1)OCO2
  1.0, 18, -4, -1, -10, -3, -1, -11, -8
- S=C(NCCc1ccccc1)N1CCOCC1
  -0.1, 14, -10, -7, -12, -2, 2, -11, -4
- CCOC(=O)CC(=O)CSc1nc(CC)c(C)cc1C#N
  0.7, -12, -3, 2, 8, -9, 1, -2, -1
- CCCN(CC(=O)Nc1ccccc1C)C(=O)C1CCCN(C(=O)c2ccc(Cl)cc2)C1 (stereo not given)
  0.1, 8, -3, -14, -3, -22, 24, -27, -6
- CCOC(=O)c1[nH]c2cc(OC)c(OC)cc2c1NC(=O)c1ccc2c(c1)OCO2
  1.9, 9, -3, -4, -1, -10, 8, -6, -1
- Cc1ccc(SC2=C(N(C)C)C(=O)c3ccccc3C2=O)cc1
  -1.1, -20, /, 1, -11, -26, 1, /, 1
- CCN(CC)c1c([N+](=O)[O-])ncn1C
  4.1, 22, -2, -6, -5, -12, 2, 0, -4
- COc1cccc(CN2CC(C(=O)N(C)Cc3ccnc4ccccc34)CCC2=O)c1 (stereo not given)
  0.3, 2, -17, -6, 6, -25, 1, -13, -2
- O=C(O)c1ccccc1C(=O)c1ccc2oc(=O)[nH]c2c1
  0.5, 12, /, -15, -13, 3, 2, /, -1
